# UPR XBP1 act – adaptive UPR (XBP1) activation | CHO-XBP1 luciferase reporter, IRE1-XBP1 UPR activation, luminescence; percent of tunicamycin response, DMSO as zero | activation, % at 20 µM | hit rate 0.33% among 330,000 | AID 463104;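 active = versus positive control, 20 µM dose yields 30% or more activation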;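 also: 100% = tunicamycin at 10 µg/mL and 0% = DMSO only wells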
#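 Assay system: CHO-XBP1 luciferase reporter cells; Schedule: 6 h treatment, 37 °C; Detection: glow luminescence from Steady-Glo reagent; Benchmarks: high control tunicamycin 10 µg/mL final, low control DMSO vehicle only.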
# Mdm2-MdmX inh – inhibitors of human Mdm2/MdmX interaction. hit rate 3% among 330,000. SaOS-2 split-luciferase Mdm2/MdmX complementation, luminescence. inhibition, % at 8 µM. O15151+Q00987. AID 485346;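 active = inhibition of at least 50% at 8 µM in the primary screen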
# Target sequence (O15151 whole entry, looked up): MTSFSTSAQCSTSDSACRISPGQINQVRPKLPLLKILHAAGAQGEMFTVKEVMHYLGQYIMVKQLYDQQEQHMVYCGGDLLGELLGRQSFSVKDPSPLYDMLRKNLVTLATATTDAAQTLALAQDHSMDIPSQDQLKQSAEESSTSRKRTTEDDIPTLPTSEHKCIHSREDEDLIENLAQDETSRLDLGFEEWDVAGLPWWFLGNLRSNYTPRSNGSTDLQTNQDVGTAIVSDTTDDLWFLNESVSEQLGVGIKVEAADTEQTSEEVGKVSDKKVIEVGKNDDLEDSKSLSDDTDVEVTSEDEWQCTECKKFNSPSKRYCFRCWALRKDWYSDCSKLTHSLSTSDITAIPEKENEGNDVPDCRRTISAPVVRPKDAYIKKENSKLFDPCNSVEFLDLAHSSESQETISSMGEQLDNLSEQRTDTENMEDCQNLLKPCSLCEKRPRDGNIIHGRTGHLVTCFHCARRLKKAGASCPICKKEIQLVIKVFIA
# Target sequence (Q00987 whole entry, looked up): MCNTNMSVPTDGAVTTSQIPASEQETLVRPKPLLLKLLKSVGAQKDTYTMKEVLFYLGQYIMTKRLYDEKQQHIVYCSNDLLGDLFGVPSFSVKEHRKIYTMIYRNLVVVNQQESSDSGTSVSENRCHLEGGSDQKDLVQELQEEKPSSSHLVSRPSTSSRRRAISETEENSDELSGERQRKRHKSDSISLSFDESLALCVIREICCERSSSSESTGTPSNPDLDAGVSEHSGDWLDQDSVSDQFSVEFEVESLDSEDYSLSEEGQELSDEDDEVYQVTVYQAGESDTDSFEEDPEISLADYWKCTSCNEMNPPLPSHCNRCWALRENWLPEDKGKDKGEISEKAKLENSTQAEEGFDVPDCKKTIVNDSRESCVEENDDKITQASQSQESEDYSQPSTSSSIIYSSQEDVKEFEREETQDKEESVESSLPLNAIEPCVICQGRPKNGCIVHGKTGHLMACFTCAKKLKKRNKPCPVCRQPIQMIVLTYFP
# UPR CHOP act – activators of apoptotic arm of unfolded protein response (CHOP); CHO-CHOP luciferase reporter, UPR activation, luminescence; percent of tunicamycin response over DMSO baseline; activation, % at 10 µM; hit rate 0.34% among 330,000; AID 449763;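 active = at 10 µM dose, activation of 40% or more, normalized to positive control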;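 also: 100% = tunicamycin at 10 µg/mL and 0% = DMSO alone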
#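 measured by = luciferase luminescence | assay system = CHO-CHOP cells, stable luciferase reporter of PERK-eIF2a-CHOP signalling | amount = 500 reporter cells seeded per well | timing = 6 h compound exposure at 37 °C after overnight seeding | controls = positive tunicamycin 10 µg/mL, negative DMSO alone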
# TIM10 inh – TIM10 yeast growth inhibition; hit rate 1.4% among 330,000; inhibition, % at 10 µM; S. cerevisiae TIM10 strain growth, BacTiter-Glo luminescence, 24 h;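 active = inhibition of 40% or more at the single tested concentration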;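 also: wild-type TIM10 isogenic control strain grown at permissive 25 °C; 0% = DMSO yeast wells and 100% = minimal medium wells without yeast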
# 697 NFkB inh – lowers PMA/ionomycin-induced NF-kB signal in 697 B cells; 697 B-cell NF-kB luciferase reporter, 16 h; inhibition, % at 4 µM; hit rate 0.33% among 330,000; in the data active = inhibition above about 35%
# Jurkat NFkB inh – lowers PMA/ionomycin-induced NF-kB signal in Jurkat cells | inhibition, % at 4 µM | hit rate 0.53% among 330,000 | PMA/ionomycin-induced NF-kB luciferase reporter, luminescence; in the data active = inhibition above about 50%
# tim23-1 inh – growth inhibitors of tim23-1 mutant yeast; S. cerevisiae tim23-1 growth, BacTiter-Glo luminescence, 24 h; inhibition, % at 20 µM; hit rate 1.3% among 330,000; AID 463212;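 active = growth inhibition of the mutant yeast at or above 50%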;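 also: temperature-sensitive mutant grown at 25 °C; plate controls were DMSO-treated mutant yeast for no effect and medium wells lacking yeast for full effect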
# tim10-1 inh – growth inhibitors of tim10-1 mutant yeast. S. cerevisiae tim10-1 ts strain growth, BacTiter-Glo, 24 h. inhibition, % at 20 µM. hit rate 2.2% among 330,000;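 active = inhibition of at least 40%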;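 also: mutant grown at 25 °C; 0% = DMSO wells with yeast and 100% = wells holding no yeast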
# Active calls of the source: *; nt = not tested or not shown.
SMILES,UPR XBP1 act,Mdm2-MdmX inh,UPR CHOP act,TIM10 inh,697 NFkB inh,Jurkat NFkB inh,tim23-1 inh,tim10-1 inh
Cn1c(CSc2nnc(SCc3ccccc3)s2)nc2ccccc21,-3,1,-1.4,37,-5,-10,41,56*
Cc1c(-c2nc(-c3cccnc3)no2)cccc1[N+](=O)[O-],1,-24,4.1,-16,-23,-25,9,24
CC1CCN(CCCNC(=O)C2CC(=O)N(C3CCCCCC3)C2)CC1 (stereo not drawn),0,11,-1.2,-3,5,-5,4,10
CCCCNC(=O)Nc1nc2ccccc2s1,0,-161,2.8,5,-112,-135,35,-26
COc1ccc(CC(=O)N/N=C/c2c(C)n(C)c3ccccc23)cc1OC,-1,38,1.2,16,-24,41,16,20
COc1ccc(S(=O)(=O)NCCSc2ccc(Cl)cc2)cc1OC,0,10,-1.1,22,18,12,34,30
COc1cccc(N(C(=O)c2nc3nccc(C)n3n2)c2nc3ccccc3s2)c1,5,-159,4.5,18,-133,-100,31,48*
Cc1ccc(C(C)C)cc1OCCOCCN1CCCC1,0,-3,-0.8,-10,-47,-20,4,25
Cc1cccnc1Nc1nc(-c2ccc(O)cc2O)cs1,8,5,2.9,31,-62,-77,88*,44*
Cc1cccc(C(=O)NCC(=O)OCC(=O)N(C)CC(=O)Nc2ccccc2Cl)c1,0,23,-0.6,-5,19,-4,-9,-9
CC1=C(C(=O)Nc2cccnc2)C(c2cccnc2)n2nc(-c3cccs3)nc2N1 (stereo not drawn),-5,11,-3.8,-6,-10,-1,5,1
COCCCNC(=S)Nc1ccccc1C,-1,-3,0.9,4,4,5,-8,7
CN(C)CCCNc1oc(-c2ccccc2Cl)nc1S(=O)(=O)c1ccccc1,-2,9,-0.8,6,-17,-5,3,-3
COc1ccc(NC(=O)CSc2nnc3ccc(-c4ccccn4)nn23)cc1OC,-4,42,-0.9,2,8,16,6,2
CC(C(=O)Nc1cccc([N+](=O)[O-])c1)N1C(=O)NC2(CCCC2)C1=O (stereo not drawn),-5,-8,-0.2,12,1,5,1,12
CCOc1ccc(CC(=O)C2C(=O)CCCC2=O)cc1OCC,-2,11,-2.4,8,12,5,16,8
O=C(CSc1n[nH]c(-c2ccccc2O)n1)N1CCCc2ccccc21,3,45,3.0,27,-18,-9,31,45*
COc1cc(C#Cc2c(-c3cncn3C)n(C)c3ccc(-c4ccc(CN5CCOCC5)cc4)cc23)cc(OC)c1,0,70*,9.2,11,6,8,28,-1
CCOc1ccc(OCc2ccc(C(=O)N3CCOCC3)cc2)cc1,1,-6,-1.1,-17,-33,1,8,5
CC(C)(C)c1ccc(OCCC(=O)OCC(=O)NC(=O)NC2CCCC2)cc1,3,13,0.2,15,-6,5,34,29
CCN(CC)CCCNC(=O)/C(=C\c1cccn1C)NC(=O)c1cccs1,-1,-20,2.2,-5,11,-1,4,10
O=C(Oc1ccc2ccc(=O)oc2c1)c1cccs1,0,13,1.5,23,10,10,14,29
Cc1cccc(NC(=O)[C@@H]2CCCN2C2=NS(=O)(=O)c3ccccc32)c1C,-1,-8,-0.8,6,20,2,12,-3
Cn1c(SCc2nnc3n2CCCCC3)nc2ccccc21,0,6,1.6,3,10,-2,5,7

# Next part; the last 7 above are carried over.
SMILES,UPR XBP1 act,Mdm2-MdmX inh,UPR CHOP act,TIM10 inh,697 NFkB inh,Jurkat NFkB inh,tim23-1 inh,tim10-1 inh
COc1cc(C#Cc2c(-c3cncn3C)n(C)c3ccc(-c4ccc(CN5CCOCC5)cc4)cc23)cc(OC)c1,0,70*,9.2,11,6,8,28,-1
CCOc1ccc(OCc2ccc(C(=O)N3CCOCC3)cc2)cc1,1,-6,-1.1,-17,-33,1,8,5
CC(C)(C)c1ccc(OCCC(=O)OCC(=O)NC(=O)NC2CCCC2)cc1,3,13,0.2,15,-6,5,34,29
CCN(CC)CCCNC(=O)/C(=C\c1cccn1C)NC(=O)c1cccs1,-1,-20,2.2,-5,11,-1,4,10
O=C(Oc1ccc2ccc(=O)oc2c1)c1cccs1,0,13,1.5,23,10,10,14,29
Cc1cccc(NC(=O)[C@@H]2CCCN2C2=NS(=O)(=O)c3ccccc32)c1C,-1,-8,-0.8,6,20,2,12,-3
Cn1c(SCc2nnc3n2CCCCC3)nc2ccccc21,0,6,1.6,3,10,-2,5,7
CC(C)c1ccc(NC(=O)COC(=O)[C@@H]2CCCN2C(=O)c2cccs2)cc1,2,13,1.5,5,10,10,23,9
O=C(O)c1cccnc1Cl,0,10,-0.3,28,-5,-6,11,-11
CCOC(=O)Cn1nc(C)cc1NC(=O)c1cccnc1,0,13,1.8,6,-7,4,5,4
COC(=O)c1cc(NCc2ccccc2F)ccc1N1CCOCC1,0,5,-0.1,12,-4,-10,11,31
COc1ccc(Cn2c(-c3ccccc3C)nc3c(c(=O)c4ccccc4n3C)c2=O)cc1,41*,10,8.1,1,-9,-4,-27,16
Nc1c(C(=O)NCc2ccccc2)nnn1Cc1cccc(Cl)c1,-1,37,-0.2,-14,7,38,3,-3
CCN(CC)Cc1c(C(=O)OC(C)C)nnn1-c1nonc1N,-1,3,-2.0,-2,-1,5,3,1
CC(C)(C)C(=O)CN1CCN(S(=O)(=O)c2ccc(F)cc2)CC1,1,10,-0.6,-3,9,3,4,2
CC1CCC(NC(=O)c2ccc(CNc3c(NC4CCCCC4)c(=O)c3=O)cc2)CC1 (stereo not drawn),-2,8,-0.7,6,-1,-7,8,-11
C=CCc1cccc(CNc2nc3ccccc3n2CC)c1O,-4,14,-0.7,23,12,9,-15,38
CCn1c(SCC(=O)NNC(=O)c2ccc(C)cc2)nnc1-c1ccco1,-3,2,-1.2,-14,7,-2,1,-20
CN[C@H](C)C(=O)NC[C@H]1O[C@@H](n2cnc3c(N)ncnc32)[C@H](O)[C@@H]1O,0,15,2.5,-7,-10,nt,19,7
CCn1c(SCC(=O)Nc2ccc3c(c2)OCO3)nc2c1c(=O)n(C)c(=O)n2C,5,19,-1.4,4,22,10,3,8
O=C(c1ccccc1F)N1CCN(C2CCC(c3ccccc3)CC2)CC1 (stereo not drawn),-1,8,-1.8,1,-12,-11,-363,-8
CCOc1ncccc1C(=O)OCC(=O)c1ccc(OC)c(OC)c1,-1,15,-1.4,1,-5,-7,11,15
O=C(CSc1ncnc2sccc12)NC1CCS(=O)(=O)C1 (stereo not drawn),0,-5,-0.1,-2,9,14,11,5
COc1ccc2cnnc(SCC(=O)Nc3ccc(C(C)=O)cc3)c2c1OC,2,18,2.2,-1,13,14,4,11
O=C(COC(=O)c1ccncc1)Nc1ccccc1,7,-8,2.5,-11,0,-19,11,0
COc1cccc(NC(=O)Nc2cnccn2)c1,-2,12,0.4,0,-15,7,-6,3
Cc1cn(-c2cc(C(=O)Nc3ccc(C)c(NC(=O)C(=O)c4c[nH]c5ccccc45)c3)cc(C(F)(F)F)c2)cn1,2,46,1.4,-11,37*,9,-12,-8
N#C/C(=C\Nc1ccc(Cl)cn1)S(=O)(=O)c1ccccc1,-2,2,0.6,7,-14,-12,5,15
CCOC(=O)c1cc(CC)sc1NC(=O)c1cccc(N2C(=O)CCC2=O)c1,2,-5,6.1,-10,-68,57*,19,-17
CN1C(=O)C2(c3ccccc31)N(C)CC(c1ccccc1)C21SC(=S)N(Cc2ccco2)C1=O (stereo not drawn),-1,22,0.3,25,-1,8,19,25
COC(=O)CCNc1n[nH]c(=O)[nH]c1=O,-3,-4,0.1,8,19,4,8,20

# Seven entries out of the list above, ordered by the number in Mdm2-MdmX inh, low to high:
compound | UPR XBP1 act | Mdm2-MdmX inh | 697 NFkB inh | Jurkat NFkB inh
COc1cccc(N(C(=O)c2nc3nccc(C)n3n2)c2nc3ccccc3s2)c1 | 5 | -159 | -133 | -100
CCOC(=O)c1cc(CC)sc1NC(=O)c1cccc(N2C(=O)CCC2=O)c1 | 2 | -5 | -68 | 57*
CCn1c(SCC(=O)NNC(=O)c2ccc(C)cc2)nnc1-c1ccco1 | -3 | 2 | 7 | -2
CC1CCC(NC(=O)c2ccc(CNc3c(NC4CCCCC4)c(=O)c3=O)cc2)CC1 (stereo not drawn) | -2 | 8 | -1 | -7
CCOC(=O)Cn1nc(C)cc1NC(=O)c1cccnc1 | 0 | 13 | -7 | 4
Cc1cccc(C(=O)NCC(=O)OCC(=O)N(C)CC(=O)Nc2ccccc2Cl)c1 | 0 | 23 | 19 | -4
COc1ccc(CC(=O)N/N=C/c2c(C)n(C)c3ccccc23)cc1OC | -1 | 38 | -24 | 41

# The list continues:
SMILES,UPR XBP1 act,Mdm2-MdmX inh,UPR CHOP act,TIM10 inh,697 NFkB inh,Jurkat NFkB inh,tim23-1 inh,tim10-1 inh
CN(c1ccccc1)S(=O)(=O)c1cccc(NC(=O)CSc2ncn[nH]2)c1,-2,-5,-0.3,-5,9,3,19,4
CCN1C(=O)c2cccc3c(S(=O)(=O)NCc4ccccc4)ccc1c23,-1,47,0.5,4,25,-9,31,2
OCC[C@H]1C[C@@H](O)[C@H](O)[C@]2(Cc3ccccc3CCO2)O1,1,9,-1.2,-4,18,7,-6,-3
CNC(=O)NC(=O)C(C)OC(=O)c1ccc(Cl)c(S(=O)(=O)Nc2ccc(F)cc2)c1 (stereo not drawn),-3,0,2.1,-14,24,-2,-4,-7
O=C(NCCNS(=O)(=O)c1ccccc1)c1ccc([N+](=O)[O-])cc1,-5,-3,-1.7,0,-3,-11,-8,6
Cc1ccc(N2C(=O)C3ON(c4ccccc4)C(c4ccncc4)C3C2=O)cc1 (stereo not drawn),-6,17,-3.8,-8,-3,6,14,12
O=C(N/C(=C\c1ccc(Cl)cc1)C(=O)N1CCOCC1)c1ccc([N+](=O)[O-])cc1,-1,-6,-0.6,9,-21,-5,15,15
COC(=O)c1ccc(C2NC(=O)NC(C)=C2C(=O)N(C)C)cc1 (stereo not drawn),3,4,-1.8,-1,28,11,1,4
COCC(=O)Nc1ccc(N2CCOCC2)c(S(=O)(=O)Nc2ccc(OC)cc2)c1,-4,23,0.9,-3,15,-2,12,2
CC(C)(C)c1ccc(C(=O)N2CCCN(c3ccc([N+](=O)[O-])cn3)CC2)cc1,0,8,-1.7,19,7,14,38,8
CC1CCCC(NC(=O)CN2CCN(Cc3ccc(Cl)cc3)C2=O)C1C (stereo not drawn),0,-1,-0.2,11,14,-8,27,35
CS(=O)(=O)N1CCCC(C(=O)NC2CCCCCCC2)C1 (stereo not drawn),-4,-13,-2.7,-2,17,-5,0,-12
Cc1cc(-c2ccccc2)nc(N2CCC(C(=O)NC34CC5CC(CC(C5)C3)C4)CC2)n1,3,-1,2.5,20,-25,0,21,4
O=C(CN1C(=O)NC2(CCCC2)C1=O)NCc1ccccc1,2,2,0.8,-6,13,-5,-2,0
COc1ccc(Oc2nc3c(c(=O)n(C)c(=O)n3C)n2C)cc1,-3,37,1.8,-7,-33,3,7,-7

# Molecules from the list above that contain a furan ring, fused or not, in the order listed:
SMILES,UPR XBP1 act,Mdm2-MdmX inh,UPR CHOP act,TIM10 inh,697 NFkB inh,Jurkat NFkB inh,tim23-1 inh,tim10-1 inh
CCn1c(SCC(=O)NNC(=O)c2ccc(C)cc2)nnc1-c1ccco1,-3,2,-1.2,-14,7,-2,1,-20
CN1C(=O)C2(c3ccccc31)N(C)CC(c1ccccc1)C21SC(=S)N(Cc2ccco2)C1=O (stereo not drawn),-1,22,0.3,25,-1,8,19,25
